core106 dimerization – inhibitors of HCV core protein dimerization, confirmation, biochemical, TR-FRET, triplicate (AID 2152); 2,300 compounds, 1% hits; inhibition, % at 5 µM; TR-FRET GST-/Flag-core106 dimerization, HTRF; active compounds read high;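 active means mean inhibition over three replicate wells above the hit threshold derived in the earlier primary screen, cut at about 45% in these data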;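 further: 0% = DMSO wells and 100% = unlabelled core106 competitor control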
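Test system – GST- and Flag-tagged HCV core106 peptides, dimerization via antibody TR-FRET · Amount – 17 nM Flag- plus 13.5 nM GST-core106 · Schedule – 4 h incubation, 22.5 °C · Compound dosing – one 5 µM dose, 0.5% DMSO · Detection – TR-FRET, 340 nm excitation, 671/617 nm emission · Reagent – Eu(K)-anti-GST plus XL665-anti-FLAG antibodies · Read-out basis – percent inhibition from emission ratio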
Starred values were filed as active, the others as inactive. This is a subset (hit frequency here may not be typical).

The first 26 records (preview)
SMILES | core106 dimerization
COc1ccc(-n2c(-c3ccccc3)nc(=S)c3c2CCCC3)cc1 | 34
O=c1c2cc(-c3ccccc3)sc2ncn1/N=C/c1ccco1 | -1
CCCN(C(=O)c1cc2c(s1)CCC2)c1c(N)n(Cc2ccccc2)c(=O)[nH]c1=O | 14
Cc1cc(=O)oc2cc(OCc3ccc(C(=O)N4CCN(c5ccccc5)CC4)cc3)ccc12 | 16
Cc1cc(SCC(=O)NC(=O)NCc2ccco2)nc2c(C)cccc12 | -3
O=C(Nc1nc(-c2ccccc2)cs1)C1CCCN(S(=O)(=O)c2cccc([N+](=O)[O-])c2)C1 (stereo not given) | 2
CCCCN(C(=O)c1cccc(-n2cccc2)c1)c1c(N)n(CCCC)c(=O)[nH]c1=O | 6
CCCCC1=CC2=C(c3ccco3)C(=O)C(C)(OC(=O)c3ccc(OC)cc3)C(=O)C2=CN1CCCOC(C)C (stereo not given) | 6
O=C(Nc1ccc2c(c1)OCO2)[C@@H]1[C@@H]2C(=O)N(C3CCCCC3)C(=O)[C@@H]2C2c3ccccc3C=CN21 (stereo not given in full) | 0
CN(CC(=O)Nc1cccc(F)c1)C(=O)c1cc(-c2ccco2)nc2ccccc12 | 16
CCOc1ccc(C2C(C#N)=C(N)SC(N)=C2C#N)cc1OCC | 31
Cc1cc(N=Cc2c(O)ccc3cc(Br)ccc23)no1 | 8
COc1ccc(-c2nc3c(c(SCC(=O)Nc4cccc(O)c4)n2)Cc2c(CO)cnc(C)c2O3)cc1 | 33
O=C(Nc1ccc2c(c1)CN(Cc1ccc(CO)o1)CC2)c1ccc(C(F)(F)F)cc1 | -4
CCOC(=O)c1c(-c2ccco2)csc1NC(=O)COC(=O)c1cnccn1 | 3
CCNc1ccc(Br)cc(C(=O)/C=C/c2ccc(Cl)cc2Cl)c1=O | -4
Cc1ccc(S(=O)(=O)Nc2ccc3c(c2)c2c(n3S(=O)(=O)c3ccc(C)cc3)CCCC2=O)cc1 | 7
O=C(CSc1nc(C2CC2)nc2c1cnn2-c1ccccc1)Nc1c[nH]c(=O)[nH]c1=O | 1
Cc1c(NC(=O)c2ccco2)cccc1-c1nc2cccnc2s1 | 0
CCCCOc1ccc(C2C(C(=O)c3ccc(C)o3)=C(O)C(=O)N2Cc2ccco2)cc1 (stereo not given) | 8
O=[N+]([O-])c1ccc(/C=N/Nc2ccnc3cc(Cl)ccc23)o1 | -5
CCNc1ccc(Br)cc(C(=O)/C=C/c2ccccc2Cl)c1=O | 2
COc1cccc(-n2cnc3c(sc4nc(N5CCOCC5)c5c(c43)CCCC5)c2=O)c1 | 13
O=C(OCC(=O)c1ccc(Cl)s1)c1cnccn1 | 1
O=S(=O)(c1ccc2nc(-c3ccco3)c(-c3ccco3)nc2c1)N1CCOCC1 | 3
Cc1ccc(NC2=C/C(=N\S(=O)(=O)c3cccs3)c3ccccc3C2=O)c(C)c1 | -5

The list itself, from the start:
SMILES | core106 dimerization
COc1ccc(-n2c(-c3ccccc3)nc(=S)c3c2CCCC3)cc1 | 34
O=c1c2cc(-c3ccccc3)sc2ncn1/N=C/c1ccco1 | -1
CCCN(C(=O)c1cc2c(s1)CCC2)c1c(N)n(Cc2ccccc2)c(=O)[nH]c1=O | 14
Cc1cc(=O)oc2cc(OCc3ccc(C(=O)N4CCN(c5ccccc5)CC4)cc3)ccc12 | 16
Cc1cc(SCC(=O)NC(=O)NCc2ccco2)nc2c(C)cccc12 | -3
O=C(Nc1nc(-c2ccccc2)cs1)C1CCCN(S(=O)(=O)c2cccc([N+](=O)[O-])c2)C1 (stereo not given) | 2
CCCCN(C(=O)c1cccc(-n2cccc2)c1)c1c(N)n(CCCC)c(=O)[nH]c1=O | 6
CCCCC1=CC2=C(c3ccco3)C(=O)C(C)(OC(=O)c3ccc(OC)cc3)C(=O)C2=CN1CCCOC(C)C (stereo not given) | 6
O=C(Nc1ccc2c(c1)OCO2)[C@@H]1[C@@H]2C(=O)N(C3CCCCC3)C(=O)[C@@H]2C2c3ccccc3C=CN21 (stereo not given in full) | 0
CN(CC(=O)Nc1cccc(F)c1)C(=O)c1cc(-c2ccco2)nc2ccccc12 | 16
CCOc1ccc(C2C(C#N)=C(N)SC(N)=C2C#N)cc1OCC | 31
Cc1cc(N=Cc2c(O)ccc3cc(Br)ccc23)no1 | 8
COc1ccc(-c2nc3c(c(SCC(=O)Nc4cccc(O)c4)n2)Cc2c(CO)cnc(C)c2O3)cc1 | 33
O=C(Nc1ccc2c(c1)CN(Cc1ccc(CO)o1)CC2)c1ccc(C(F)(F)F)cc1 | -4
CCOC(=O)c1c(-c2ccco2)csc1NC(=O)COC(=O)c1cnccn1 | 3
CCNc1ccc(Br)cc(C(=O)/C=C/c2ccc(Cl)cc2Cl)c1=O | -4
Cc1ccc(S(=O)(=O)Nc2ccc3c(c2)c2c(n3S(=O)(=O)c3ccc(C)cc3)CCCC2=O)cc1 | 7
O=C(CSc1nc(C2CC2)nc2c1cnn2-c1ccccc1)Nc1c[nH]c(=O)[nH]c1=O | 1
Cc1c(NC(=O)c2ccco2)cccc1-c1nc2cccnc2s1 | 0
CCCCOc1ccc(C2C(C(=O)c3ccc(C)o3)=C(O)C(=O)N2Cc2ccco2)cc1 (stereo not given) | 8
O=[N+]([O-])c1ccc(/C=N/Nc2ccnc3cc(Cl)ccc23)o1 | -5
CCNc1ccc(Br)cc(C(=O)/C=C/c2ccccc2Cl)c1=O | 2
COc1cccc(-n2cnc3c(sc4nc(N5CCOCC5)c5c(c43)CCCC5)c2=O)c1 | 13
O=C(OCC(=O)c1ccc(Cl)s1)c1cnccn1 | 1
O=S(=O)(c1ccc2nc(-c3ccco3)c(-c3ccco3)nc2c1)N1CCOCC1 | 3
Cc1ccc(NC2=C/C(=N\S(=O)(=O)c3cccs3)c3ccccc3C2=O)c(C)c1 | -5
COc1ccc(-c2cc(C(=O)N/N=C/c3ccc(OC)c(COCC(F)(F)C(F)F)c3)c3ccccc3n2)c(OC)c1 | -4
Cn1cnnc1SCc1ccc(-c2ccc(Br)cc2)o1 | -3
O=C(NCC(=O)N1CCN(c2ccccc2O)CC1)c1ccc2ccccc2c1 | -1
CCc1nnc(NC(=O)c2cccc(S(=O)(=O)N3CCN(c4ccccc4)CC3)c2)s1 | 0
CS(=O)(=O)C1=NSC2=NC(=O)/C(=C\c3cccn3-c3ccc(Cl)cc3)C(=N)N21 | 5
CCCCc1cc(=O)oc2cc(C)c(CN3CCCC3)c(O)c12 | 4
Cc1onc(-c2ccccc2)c1C(=O)Nc1sc2c(c1C(N)=O)CCC2 | 3
Cc1ccc2[nH]c(C)c(CCNC(=O)c3cc4cc([N+](=O)[O-])ccc4oc3=O)c2c1 | 2
CC(=O)c1ccc(S(=O)(=O)N2CCN(c3nc4c(C)c(C)ccc4cc3C#N)CC2)cc1 | 1
CCc1nnc(NC(=O)C2Cc3ccccc3CN2S(=O)(=O)c2cccs2)s1 (stereo not given) | -1
COc1ccc(Cc2nn3c(Cn4nnc5ccccc54)nnc3s2)cc1 | -1
NC(=O)COc1ccc(-n2cnnn2)cc1 | 10
Cc1cccn2c(=O)c3cc(C#N)c(=NC(=O)c4ccccc4)n(Cc4ccco4)c3nc12 | 19
Cc1cccc(-n2nc3c(c2NC(=O)c2ccco2)CSC3)c1C | 0
CCOc1ccccc1N1Cc2cc(C)c(C)cc2C1 | 7
Cc1cccn2c(=O)c3cc(C(=O)NCc4ccco4)c(=N)n(CCc4ccccc4)c3nc12 | 14
O=c1ccc(C(F)(F)F)cn1Cc1cc(=O)n2cc(Br)ccc2n1 | 3
C/C=C\C=C/C(=O)Nc1cccc(C2=NOC3(C2)C[C@@H](C(N)=O)N(C(=O)[C@H]2CCC(=O)N2)C3)c1 (stereo not given in full) | -14
CC1(C)Cc2c(C#N)c(NCCc3ccccc3)nc(-c3ccco3)c2CO1 | -5
CCS(=O)(=O)N1Cc2ccccc2CC1C(=O)Nc1cc(S(C)(=O)=O)ccc1Cl (stereo not given) | 3
Cc1ccc(-n2nc3c(c2NC(=O)/C=C\c2ccc4c(c2)OCO4)CSC3)cc1 | 18
CCOC(=O)C1=C(CSc2nc(CC)c(C)cc2C#N)OC(N)=C(C#N)C1c1ccc(OC)cc1 (stereo not given) | -1
C=CCn1c2ccccc2c2nnc(SCN3C(=O)c4ccccc4C3=O)nc21 | 6
Cc1oc(C)c2c(=O)ccc3c(c12)OC(N)=C(C#N)C3c1ccccc1Cl (stereo not given) | -6
COc1ccccc1/C=C/C1=NC(=C\C=C/c2ccccc2)/C(=O)O1 | -9
Cc1ccc(-c2nc3s/c(=C\c4ccco4)c(=O)n3n2)cc1 | 1
CCOc1ccc(/C(C)=N/N2C(=O)C(CC(=O)Nc3ccc(OC)cc3[N+](=O)[O-])SC2=Nc2cccc(C)c2C)cc1 (stereo not given) | -3
CCOC(=O)c1cccc(NC(=O)C2CCCN(c3nnc(N4CCCC4=O)s3)C2)c1 (stereo not given) | -7
COC(=O)c1ccccc1NC(=O)CN1C(=O)C2CCCN2c2ncc(Cl)cc21 (stereo not given) | 4
N#Cc1ccccc1CN1C(=O)S/C(=C/c2cccn2-c2cccc(C(=O)O)c2)C1=O | 5
O=C(Cc1ccc(S(=O)(=O)N2CCOCC2)s1)Nc1nc2c(s1)CCCC2 | 17
Cc1ccc(-n2c(C)cc(/C([O-])=C(/C(=S)Nc3ccc(F)c(Cl)c3)[n+]3ccccc3)c2C)cc1 | 2
COc1ccc(-c2ccc(/C=N/N3C(=O)C4C5C=CC(C6CC56)C4C3=O)o2)c([N+](=O)[O-])c1 (stereo not given) | 1
O=C(NC1CCC(CC2CCC(NC(=O)C(Cl)Cl)CC2)CC1)C(Cl)Cl (stereo not given) | -11
(cont.)
SMILES | core106 dimerization
CCc1ccc(OCC(=O)N/N=C\c2ccco2)c([N+](=O)[O-])c1 | -2
CCOc1ccc(S(=O)(=O)N(CC(=O)N/N=C/c2ccc(-c3ccc([N+](=O)[O-])cc3)o2)c2ccccc2)cc1 | 36
Cc1cc(/C=C2\SC(=Nc3ccccc3)NC2=O)c(C)n1-c1ccc(S(N)(=O)=O)cc1 | -6
Cc1ccccc1NCC(=O)N/N=C/c1c(C)c(C(=O)c2ccc(Cl)cc2)n2ccccc12 | -7
COc1ccc(Nc2nnc(SC(C(=O)Nc3ccc(OC)c(Cl)c3)c3ccccc3)s2)cc1 (stereo not given) | -6
Cc1ccc(N2C(=O)C3CC(c4ccccc4)=C4C5C=CC(C6C(=O)N(c7ccc(C)cc7C)C(=O)C56)C4C3C2=O)c(C)c1 (stereo not given) | 4
O=S1(=O)c2ccccc2N=NN1Cc1cc(Cl)cc(Cl)c1 | -5
C#Cc1ccc([C@H]2C=C(C(=O)N3CCN(Cc4ccccc4)CC3)O[C@@H](OCc3ccc(CO)cc3)C2)cc1 | -5
Cc1cccc(N2CC(C(=O)Nc3nnc(SCC(=O)N4CCOCC4)s3)CC2=O)c1 (stereo not given) | 11
CCOC(=O)C1=C(C)N=c2s/c(=C/c3ccco3)c(=O)n2C1c1cccc(OC)c1 (stereo not given) | -8
Cc1cnn(-c2cc(N/N=C/c3ccccc3F)ncn2)c1 | -13
Cc1cc(/C=N/NC(=O)C(O)(c2ccccc2)c2ccccc2)c(C)n1-c1ccccc1 | 0
COCc1c(Br)c(C)nc(OCC(=O)N/N=C/c2cc(C)n(-c3ccc([N+](=O)[O-])cc3)c2C)c1C#N | 0
Cc1oc2ccc(NS(=O)(=O)c3ccc(C(C)(C)C)cc3)cc2c1C(=O)Nc1ccccc1 | -1
CC(C)Oc1ccc(/C=N/NC(=O)C(CSCc2ccccc2)NC(=O)c2ccc([N+](=O)[O-])cc2)cc1 (stereo not given) | 0
CCOC(=O)c1c(-c2ccc(C)o2)csc1NC(=O)COC(=O)c1ccc(NC(N)=O)cc1 | -8
O=C(COc1ccc2ccccc2c1Br)N1CCN(c2ccccn2)CC1 | 12
CN(C(=O)COc1nnc(-c2cccs2)c(-c2cccs2)n1)c1ccccc1 | 4
O=C(c1ccccc1)N1CCN(C(=O)c2nn3c(C(F)(F)F)cc(-c4ccco4)nc3c2Br)CC1 | -3
COc1cccc(/C=N/NC(=O)c2ccc(CN3c4cccc5cccc(c45)S3(=O)=O)cc2)c1 | -5
Cc1ccc(C2C(C#N)=C(N)Oc3c2sc2ccccc32)o1 (stereo not given) | 14
O=C1/C(=C/C=C/c2ccco2)SC(=S)N1c1ccc(O)cc1 | 17
Cc1sc2nc(SCC(=O)NCc3ccco3)n(CCc3ccccc3)c(=O)c2c1C | -9
O=C(Nc1nnc(-c2ccccc2Cl)o1)c1nc2ccccc2s1 | -8
Cc1cc([N+](=O)[O-])cc(C)c1OCC(=O)N/N=C/c1ccc(OC(=O)c2ccccc2Br)cc1 | -5
CSc1ccc(C(c2c(C(=O)O)[nH]c3ccccc23)c2c(C(=O)O)[nH]c3ccccc23)cc1 | 6
N#CC1=C2N=C(N)c3c(sc4c3CCCCC4)N2C2=C(C(=O)CCC2)C1c1ccccc1 (stereo not given) | 11
CCN(CC)c1ccc(/C=N/NC(=O)Cc2nnc(NC(=O)Nc3ccccc3)s2)cc1 | -1
Cc1ccc2nc(NC(=O)c3ccc(N4C(=O)CCC4=O)cc3)sc2c1 | -3
CN1Cc2cc(C(=O)c3cc(Cl)cc(CSc4ncccn4)c3O)cnc2NC1=O | -4
COC(=O)c1c(C)oc2ccc(N(C(=O)Oc3ccccc3)S(=O)(=O)c3ccc(Cl)c([N+](=O)[O-])c3)cc12 | 18
COc1ccc(-c2cc3ccccc3oc2=O)cc1NC(=S)NC(=O)c1ccc2c(c1)OCCO2 | 17
COc1ccccc1C(OC(=O)c1cccs1)C(=O)NCc1ccco1 (stereo not given) | -4
O=C(Nc1ccccc1N1CCOCC1)c1cc(-c2ccco2)nc2ccccc12 | 3
